RGS4 inhibitor: Inhibitors of Regulator of G Protein Signaling (RGS) 4: qHTS; Regulator of G-protein signaling 4 (Homo sapiens), P49798; Transcreener GDP fluorescence polarization, RGS4-accelerated GTP hydrolysis; Potency, µM (series often up to 114 µM), for the others: top-dose activity change, negative = inhibition, most hits filed as inhibitors; actives 0.039% (n = 390,000); AID 504845, 2011; also: % is scaled to controls: 0 for no effect and ±100 for the full control effect; nearly all actives have a fitted effect of over 75% in size; some results filed as inactive show a strong effect at the top dose
Target sequence (P49798 whole entry, looked up): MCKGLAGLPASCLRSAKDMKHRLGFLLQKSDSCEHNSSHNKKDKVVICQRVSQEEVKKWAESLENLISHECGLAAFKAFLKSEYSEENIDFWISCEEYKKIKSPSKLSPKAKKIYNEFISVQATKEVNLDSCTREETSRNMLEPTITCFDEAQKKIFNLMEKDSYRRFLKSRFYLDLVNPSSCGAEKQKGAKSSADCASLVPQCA
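MLSMR compounds (23 nl, pin-transferred) preincubated 10 min at room temperature with a 500nM (2x) first reagent, then RGS4 at 900nM (2x) plus Transcreener GDP mix added; fluorescence polarization (620/688 nm) read before and after 90 min at 30 °C.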
TrxR1 inh: qHTS Assay for Inhibitors of Mammalian Selenoprotein Thioredoxin Reductase 1 (TrxR1): qHTS | recombinant rTrxR1, NADPH fluorescence consumption, selenite substrate | Potency, µM (series often up to 114 µM), inactives show top-dose activity change, negative = inhibition, hits mostly inhibitors | AID 588453, 2011 | Thioredoxin reductase 1, cytoplasmic (Rattus norvegicus), O89049 | actives 1% (n = 390,000); also: % is scaled to controls: 0 for no effect and ±100 for the full control effect; nearly all actives have a fitted effect of over 65% in size
Target sequence (O89049 whole entry, looked up): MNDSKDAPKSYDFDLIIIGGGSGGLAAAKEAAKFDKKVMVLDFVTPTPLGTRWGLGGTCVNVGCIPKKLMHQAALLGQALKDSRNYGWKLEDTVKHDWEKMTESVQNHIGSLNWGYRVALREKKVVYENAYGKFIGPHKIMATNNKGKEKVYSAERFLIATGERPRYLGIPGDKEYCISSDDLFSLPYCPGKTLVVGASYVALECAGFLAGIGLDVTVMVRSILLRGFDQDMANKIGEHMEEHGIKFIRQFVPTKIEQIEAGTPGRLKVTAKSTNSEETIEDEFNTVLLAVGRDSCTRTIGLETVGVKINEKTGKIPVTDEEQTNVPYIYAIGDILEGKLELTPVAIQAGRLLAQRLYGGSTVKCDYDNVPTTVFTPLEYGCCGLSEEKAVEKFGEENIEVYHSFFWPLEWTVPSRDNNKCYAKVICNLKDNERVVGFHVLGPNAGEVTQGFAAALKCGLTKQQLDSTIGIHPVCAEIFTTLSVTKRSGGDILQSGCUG
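Rat TrxR1 (90 nM in the dispensed reagent) was pre-reduced with 400 uM NADPH for 5 min at room temperature, then incubated with compound for 15 min. After 400 uM selenite was added, NADPH fluorescence (Ex 340/Em 450 nm) was followed for 8 min.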
RXFP1 ag: qHTS Assay for Agonists of the Relaxin Receptor RXFP1. AID 2676, 2010. Potency, µM (series often up to 57.5 µM), for the others: at the highest dose activation, hits mostly activators. Relaxin receptor 1 (Homo sapiens), Q9HBX9. HEK293T-RXFP1 cAMP TR-FRET, 30 min; response scale: percent of porcine relaxin response, buffer zero. actives 0.3% (n = 370,000); also: % is scaled to controls: 0 for no effect and ±100 for the full control effect; nearly all actives have a fitted effect of over 60% in size; many of its hits are not listed in these tables
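HEK293 cells stably expressing RXFP1, treated 30 min at 37C with compounds plus PDE4 inhibitor Ro 20174; cAMP measured by HTRF TR-FRET. Normalized to buffer and 29 nM porcine relaxin; EC50 by Hill fit.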
Vif-APOBEC3G blk: qHTS for Inhibitors of Vif-A3G Interactions: qHTS | HeLa A3G-eYFP + Vif (tagged APOBEC3G with the HIV-1 protein that degrades it), YFP fluorescence, overnight | Potency, µM (top dose mostly 46.1 µM), for the others: at the top dose activity, negative = active, usual class: inhibitors | actives 0.076% (n = 410,000) | AID 602310, 2012;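 also: % is scaled to controls: 0 for no effect and ±100 for the full control effect; nearly all actives have a fitted effect of over 60% in size; hits raise eYFP signal because A3G escapes Vif-driven loss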
Target sequence (Q9HC16 whole entry, looked up): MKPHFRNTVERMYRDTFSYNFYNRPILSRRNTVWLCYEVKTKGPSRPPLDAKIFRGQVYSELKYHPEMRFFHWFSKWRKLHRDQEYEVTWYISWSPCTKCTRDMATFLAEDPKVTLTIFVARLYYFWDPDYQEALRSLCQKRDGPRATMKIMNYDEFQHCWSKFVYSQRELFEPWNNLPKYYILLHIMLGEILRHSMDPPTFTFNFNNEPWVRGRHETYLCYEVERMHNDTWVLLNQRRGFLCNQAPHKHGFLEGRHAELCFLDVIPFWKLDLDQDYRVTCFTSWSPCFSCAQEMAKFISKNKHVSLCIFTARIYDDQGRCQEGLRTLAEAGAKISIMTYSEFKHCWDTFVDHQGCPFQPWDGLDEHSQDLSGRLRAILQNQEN
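HeLa cells stably expressing Vif and C-terminally eYFP-tagged A3G, seeded overnight at 37 deg C, then exposed to compound by pintool overnight at 37 deg C. Rise in yellow fluorescence (Ex 488/Em 500-530, Acumen) marks blocked Vif-driven A3G degradation.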
TrxR1 substrate: qHTS Assay for Substrates of Mammalian Selenoprotein Thioredoxin Reductase 1 (TrxR1): qHTS; purified TrxR1 substrate turnover, NADPH consumption readout; Potency, µM (titrated, usually from 114 µM), for inactives: top-dose activity change, negative = substrate turnover; actives 0.01% (n = 390,000); also: % is scaled to controls: 0 for no effect and ±100 for the full control effect; nearly all actives have a fitted effect of over 50% in size
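Rat TrxR1, dispensed at 90 nM, was prereduced with 400 uM NADPH (final) for 5 min at ~22 deg C, then incubated with compound 15 min before 400 uM selenite. A first-read NADPH fluorescence drop versus no-compound background flagged substrates.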
USP1 inh: Inhibitors of USP1/UAF1: Primary Screen. Ubiquitin carboxyl-terminal hydrolase 1 (Homo sapiens), O94782. recombinant USP1/UAF1, Ub-Rhodamine cleavage fluorescence. Potency, µM (highest dose often 57.1 µM), for inactives: at the highest dose activity change, negative = inhibition, actives largely listed as inhibitors. actives 0.23% (n = 390,000); also: % is scaled to controls: 0 for no effect and ±100 for the full control effect; nearly all actives have a fitted effect of over 60% in size; inactives centre near -12
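In this screen, compounds sit with the deubiquitinase complex (1nM) for 15 min at room temperature before Ub-Rho is added at 150nM final. Fluorescence rise is then followed for 6 reads every 60 seconds.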
Vif-A3F inh: qHTS for Inhibitors of Vif-A3F Interactions: qHTS; HeLa A3F-eYFP + Vif (tagged APOBEC3F with the HIV-1 protein that degrades it), YFP fluorescence increase; Potency, µM (highest dose often 46.1 µM), without a hit: top-dose activity, negative = active; actives 0.2% (n = 390,000); AID 602313, 2012; also: % of control where 0% means no effect; nearly all actives have a fitted effect of over 65% in size
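HeLa cells stably expressing Vif plus C-terminally eYFP-tagged A3F were seeded, incubated overnight at 37 deg C, dosed with compound, incubated overnight again at 37 deg C. Yellow fluorescence (Ex 488/Em 500-530) reported blocked Vif-mediated A3F-eYFP degradation.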
IDH1 R132H inh: qHTS for Inhibitors of mutant isocitrate dehydrogenase 1 (IDH1): qHTS; Isocitrate dehydrogenase [NADP] cytoplasmic (Homo sapiens), O75874; IDH1-R132H enzyme, NADPH consumption, diaphorase/resazurin fluorescence; Potency, µM (titrated, usually from 76.6 µM), without a hit: top-dose activity change, negative = inhibition, usual class: inhibitors; actives 0.093% (n = 390,000); also: % is scaled to controls: 0 for no effect and ±100 for the full control effect; nearly all actives have a fitted effect of over 65% in size
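IDH1-R132H (0.5 ug/mL) preincubated 30 min with compound, then NADPH (0.016 mM) and alpha-KG (2 mM) added; 80 min at RT, pH 7.5. Remaining NADPH coupled via diaphorase/resazurin to fluorescence (540/590 nm); concentration-response curves normalized to no-enzyme control.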
12-LOX inh: Primary qHTS assay for inhibitors of human arachidonate 12S-lipoxygenase (ALOX12): Round 2 | actives 1.1% (n = 580,000) | Polyunsaturated fatty acid lipoxygenase ALOX12 (Homo sapiens), P18054 | purified 12hLO, xylenol orange hydroperoxide absorbance | Potency, µM (series often up to 108 µM), inactives show at the top dose activity change, negative = inhibition, usual class: inhibitors; also: % is scaled to controls: 0 for no effect and ±100 for the full control effect
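Purified human 12hLO (150 nM final) in 25 mM Hepes, 0.01% Triton X-100, pH 7.0 was preincubated 15 min at room temperature with compound. Then 40 uM arachidonic acid was added, 30 min. Hydroperoxide was read by Fe-XO absorbance ratio 573/405 nm.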
An asterisk follows results filed as active; ? = inconclusive; . = not tested or not shown; [ ] = another dose, or the depositor's remark. Calls follow the shape of the dose curve; as a rule, active = well fitted curve in the direction sought with a large enough effect; inconclusive = small, poorly fitted or top-dose-only effect, or another doubt; inactive = no such curve, though single readings can be large; an effect the other way counts as inactive or inconclusive. Potency is read from the fitted curve at half-maximal effect.

Order of values: RGS4 inhibitor	TrxR1 inh	RXFP1 ag	Vif-APOBEC3G blk	TrxR1 substrate	USP1 inh	Vif-A3F inh	IDH1 R132H inh	12-LOX inh
- COc1ccc(CNC(=O)c2cccc3c2C(=O)N(CC2CCCO2)C3)cc1 (configuration not stated)
 : 4%	12%[57.1 µM]	-2.8%	0%	1%[57.1 µM]	-15%	-1%	17%	8%
- CN(CP(=O)(O)CCc1ccccc1)S(C)(=O)=O
 : -22%	14%[57.1 µM]	0.0%	0%	11%[57.1 µM]	-29%	2%	0%	?
- COc1ccccc1/C=C(/CC(=O)NCc1ccc2c(c1)OCO2)c1nc2ccccc2s1
 : 22%	12%[57.1 µM]	2.3%	2%	6%[57.1 µM]	-7%	-12%	-4%	-2%
- Clc1ccc(-c2nc3ccccn3c2CN2CCOCC2)cc1
 : 20%	-15%	0.4%	0%	-5%	-10%	2%	10%	-2%
- O=C1C2CCCCC2C(=O)N1c1nccs1 (configuration not stated)
 : 11%	-3%	2.0%	1%	-8%	-5%	0%	-3%	7%
- Nn1c(SCC(=O)NC(=O)Nc2ccc3c(c2)OCCO3)nnc1C1CC1
 : -17%	9%[57.1 µM]	2.4%	0%	6%[57.1 µM]	-3%	2%	-7%	10%
- Cc1ccc(S(=O)(=O)N(C)C)cc1NC(=O)C(C)OC(=O)c1ccc2c(c1)OCCO2 (configuration not stated)
 : -13%	10%	5.2%	-2%	-2%	-12%	-2%	-3%	23%
- Cc1n[nH]c(=S)n1/N=C/c1ccc(-c2ccccc2[N+](=O)[O-])o1
 : -7%	-7%[57.1 µM]	-0.2%	?	-14%	-9%	-9%	-1%	?
- CCOC(=O)C1CCCN(C(=O)c2ccc3c(c2)NC(=O)C(N2CCOCC2)S3)C1 (configuration not stated)
 : 19%	7%[57.1 µM]	0.2%	1%	9%[57.1 µM]	6%	9%	6%	14%
- O=C(c1cccc(Cl)c1)N1CCC2CC1c1cc(-c3ccc(F)cc3)ccc12 (configuration not stated)
 : 2%	10%	.	-1%	-6%	-16%	-3%	-3%[38.3 µM]	-19%
- CCc1c(C)nc2ncnn2c1Nc1ccc(C)cc1
 : 4%	8%[57.1 µM]	2.3%	2%	4%[57.1 µM]	-14%	3%	4%	1%
- O=C(Nc1ccc(C(=O)NCCCN2CCN(c3ccc(F)cc3)CC2)cc1)C1=CSCCO1
 : -23%	20%	-1.0%	4%	3%	-24%	-3%	6%	29%
- c1ccc2c(c1)nc(-c1ccncc1)n2CCNc1nc(CN2CCCCC2)cs1
 : -1%	1%	-0.3%	1%	2%	-24%	0%	-15%	1%
- CN(Cc1cccs1)C(=O)CSc1nc2ccccc2[nH]1
 : -11%	19%	0.2%	-1%	0%	-11%	0%	-9%	-1%
- N#C/C(=C/c1ccc(F)cc1)c1nc(CCN2C(=O)c3ccccc3C2=O)cs1
 : -26%	-12%	2.7%	0%	-8%	-2%	4%	-2%	1%

Some values from the results shown:
Under TrxR1 inh, `Cc1ccc(S(=O)(=O)N(C)C)cc1NC(=O)C(C)OC(=O)c1ccc2c(c1)OCCO2` (configuration not stated) is listed with 10%
Under USP1 inh, `N#C/C(=C/c1ccc(F)cc1)c1nc(CCN2C(=O)c3ccccc3C2=O)cs1` is listed with -2%
Under IDH1 R132H inh, `COc1ccccc1/C=C(/CC(=O)NCc1ccc2c(c1)OCO2)c1nc2ccccc2s1` is listed with -4%
Under TrxR1 substrate, `CN(CP(=O)(O)CCc1ccccc1)S(C)(=O)=O` is listed with 11%[57.1 µM]
Under USP1 inh, `Nn1c(SCC(=O)NC(=O)Nc2ccc3c(c2)OCCO3)nnc1C1CC1` is listed with -3%

Continued:
Order of values: RGS4 inhibitor	TrxR1 inh	RXFP1 ag	Vif-APOBEC3G blk	TrxR1 substrate	USP1 inh	Vif-A3F inh	IDH1 R132H inh	12-LOX inh
- Cc1ccn2c(NC3CCCCC3)c(C)nc2c1
 : -30%	-11%[57.1 µM]	0.7%	1%	5%[57.1 µM]	-8%	-19%	2%	-25%
- COc1cc(OC)cc(C(=O)NCc2ccc3c(c2)CCN3C(=O)c2ccccc2)c1
 : -1%	13%[57.1 µM]	2.7%	-15%	4%[57.1 µM]	-23%	-15%	12%	-10%
- Cc1cccc(NC(=O)C2CCN(S(=O)(=O)c3c(C)noc3C)CC2)c1
 : 4%	20%	1.8%	4%	5%	-25%	0%	0%	-2%
- Cc1ccc(-c2nn(-c3ccccc3)cc2/C=N/NC(=O)c2ccc3c(c2)OCO3)cc1
 : -6%[11.4 µM]	5%[57.1 µM]	-1.2%	3%	-6%	-6%	-4%	3%	0%
- COc1ccc(/C=N/NC(=O)c2cccnc2)cc1CN1CCc2ccccc2C1
 : -24%	-9%[57.1 µM]	1.1%	-13%	0%[57.1 µM]	-14%	3%	5%	199%[activator]
- CC(=O)c1c(O)cc(=O)oc1-c1ccc(C)cc1
 : 19%	14%	.	-8%	2%	-23%	9%	-2%	?
- COc1ccc(Cl)cc1NC(=O)c1cccc(NC(=O)CCC(=O)O)c1
 : 0%	9%	0.9%	-6%	6%	-9%	0%	8%	18%
- O=C(COc1ccc(Cl)cc1)NCCCNC(=O)c1ccncc1
 : -22%	21%[57.1 µM]	2.6%	1%	-9%	-10%	11%	1%	-18%
- Cc1nn(C)cc1NC(=O)c1cc2nc(-c3ccco3)cc(C(F)(F)F)n2n1
 : -19%	?	-0.1%	-7%	-1%[57.1 µM]	-9%	-5%	3%	-2%
- Cc1c(C(=O)OCC(=O)N(C)Cc2ccc(Cl)cc2)oc2ccccc12
 : 16%	2%	1.3%	-7%	-9%	-1%	2%	-7%	13%
- CC1CCCC(C)N1C(=O)CSc1nnc(COc2cccc3cccnc23)o1 (configuration not stated)
 : 11%	8%[57.1 µM]	0.0%	0%	3%[57.1 µM]	-11%	-13%	-8%	-7%
- CCOC(=O)C1=C(N)Oc2cc(O)ccc2C1c1ccc([N+](=O)[O-])cc1 (configuration not stated)
 : -4%	19%	3.5%	-10%	-3%	-9%	4%	9%	-9%
- CNC(=S)n1cnc(N)n1
 : 20%	-2%[2.29 µM]	1.1%	2%	-4%[57.1 µM]	9%	-13%	12%	-7%
- CN1C=CC=C/C1=C1\SC(=S)N(C2CCCCC2)C1=O
 : -24%	-4%[57.1 µM]	0.5%	1%	-2%[57.1 µM]	-15%	-21%	-4%	0%
- COc1ccccc1-c1sc2ccccc2c1-c1ccc(C(C)=O)cc1
 : 20%	3%	14%	-17%	6%	-10%	-14%	6%	.

At a glance, two of the compounds above.
Order of values: RGS4 inhibitor	TrxR1 inh	RXFP1 ag	Vif-APOBEC3G blk	TrxR1 substrate	USP1 inh	Vif-A3F inh	IDH1 R132H inh	12-LOX inh
- CN1C=CC=C/C1=C1\SC(=S)N(C2CCCCC2)C1=O
 : -24%	-4%[57.1 µM]	0.5%	1%	-2%[57.1 µM]	-15%	-21%	-4%	0%
- COc1ccccc1-c1sc2ccccc2c1-c1ccc(C(C)=O)cc1
 : 20%	3%	14%	-17%	6%	-10%	-14%	6%	.

The results go on:
Order of values: RGS4 inhibitor	TrxR1 inh	RXFP1 ag	Vif-APOBEC3G blk	TrxR1 substrate	USP1 inh	Vif-A3F inh	IDH1 R132H inh	12-LOX inh
- CC(=O)NCC(=O)NC1CCCc2c1cnn2-c1ccccc1F (configuration not stated)
 : 7%	2%	-3.8%	2%	2%[11.4 µM]	-15%	3%	-4%	-2%
- Cc1ccccc1CNC(=O)Nc1ccc2c(c1)N(C)C(=O)c1ccccc1S2
 : -24%	12%	-0.3%	-2%	7%	-10%	-8%	18%	-29%
- O=c1[nH]c2ccc(F)cc2[nH]c1=O
 : 13%	14%	0.3%	-8%	4%	-13%	0%	4%	1%
- CCOC(=O)C1CCN(C(=S)NC(=O)c2cccs2)CC1
 : -38%	10%[57.1 µM]	0.7%	0%	6%[57.1 µM]	-7%	-7%	0%	-3%
- Cc1ccc(NC(=O)CN(c2ccc(Cl)cc2)S(=O)(=O)c2cc([N+](=O)[O-])ccc2Cl)cc1
 : -43%	18%	0.3%	-15%	2%	-13%	4%	2%	?
- Nc1c(N(CCC2=CCCCC2)C(=O)c2ccccc2F)c(=O)[nH]c(=O)n1Cc1ccccc1
 : 15%	14%	-0.5%	?	0%	-17%	?	-1%	-29%
- CN(c1ccc(C(=O)NCCSC(C)(C)C)cc1)S(C)(=O)=O
 : 29%[11.4 µM]	-1%[57.1 µM]	2.4%	-1%	10%	-3%	3%	3%	0%
- CCOCCCNC(=O)CCc1ccc(-n2cnc3cccnc32)cc1
 : 13%[56.9 µM]	-2%	5.9%	-1%	-3%	-7%	-8%	0%	4%

The list is partial; rates above refer to the full screens.
